Lipid droplet = inhibitors of hepatocyte lipid droplet formation, primary screen, imaging, high-throughput imaging, BODIPY stain; AML12 mouse hepatocytes, oleate lipid droplets; inhibition, % at 6.5 µM; 240,000 tested, 0.4% active;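 active = lipid droplet intensity inhibited by at least 50%, with more than 500 cells counted; inconclusive = wells with under 300 cells, treated as cytotoxic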
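Assay system: AML12 hepatocytes (mouse); Probe or stimulus: oleic acid at 100 µM to induce lipid droplet formation; Dosing: compound at 6.5 µM only; Schedule: compound with oleate, overnight; Detection: fluorescence imaging, 20x objective, two fields per well; Measure: % inhibition of lipid droplet signal.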
SIAH1 antagonists = Siah-1 peptide-binding antagonists, primary screen, biochemical, fluorescence polarization, rhodamine-plectin, uHTS (AID 1817); E3 ubiquitin-protein ligase SIAH1 (Homo sapiens); Siah-1 / rhodamine-plectin peptide fluorescence polarization; higher % means a stronger effect; displacement, % at 20 µM, or IC50 in µM where a hit was titrated; 290,000 tested, 0.02% active;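 active = displacement of at least 50% at 20 µM, with a fluorescence ratio check between 0.3 and a set limit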;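 also: plate controls were Siah plus tracer with DMSO for no effect and tracer alone without Siah for full effect; strong numbers were not always called active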
XIAP antagonists = XIAP antagonists, biochemical, IAP family, fluorescence polarization (AID 1018). E3 ubiquitin-protein ligase XIAP (Homo sapiens). 200,000 tested, 0.007% active. XIAP BIR domain, fluorescence polarization peptide displacement; higher % means a stronger effect. one-dose displacement, % at 20 µM; IC50 in µM for titrated hits; in the data active = displacement above about 50%; also: a part of the inactive calls stands beside numbers as strong as those of hits
M1AAP inhibition = P. falciparum M1AAP inhibitors, biochemical, fluorogenic H-Leu-NHMec substrate, 1536-well (AID 1445); Aminopeptidase N (Plasmodium falciparum (isolate 3D7)); recombinant M1AAP, H-Leu-NHMec fluorogenic kinetic assay; higher % means a stronger effect; inhibition, % at 30 µM, or IC50 in µM where a hit was titrated; 220,000 tested, 0.42% active;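 active = primary inhibition above the hit cutoff, then over 50% inhibition at one or more dose response concentrations, cut at about 23% in these data, passing the limit was not always enough; inconclusive = conflicting primary data, or primary hits not chosen for dose response; inactive = low primary inhibition, or under 50% at every dose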;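 also: plate controls were DMSO full reaction for no effect and no enzyme background for full effect; strong numbers were not always called active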
NOD2 inhibition = NOD2 signaling inhibitors, cell-based, luminescence, uHTS, HEK293 (AID 1566); HEK293 NOD2/NF-kB luciferase reporter, luminescence; higher % means a stronger effect; 290,000 tested, 0.63% active; one-dose inhibition, % at 4 µM; EC50 in µM for titrated hits; also: many of its hits are not listed in these tables
LYP inhibition = inhibitors of LYP phosphatase, biochemical, fluorescence intensity, uHTS (AID 1779); recombinant LYP phosphatase, fluorescence intensity; higher % means a stronger effect; inhibition, % at 11.5 µM; hits with a dose series show IC50 in µM; 290,000 tested, 0.054% active;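 also: plate controls were vehicle with enzyme for no effect and no enzyme for full effect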
M17LAP inhibition = P. falciparum M17LAP inhibitors, primary screen, biochemical, fluorogenic H-Leu-NHMec substrate, 1536-well (AID 1619); Leucine aminopeptidase (Plasmodium falciparum (isolate 3D7)); 220,000 tested, 0.38% active; one-dose inhibition, % at 30 µM; IC50 in µM for titrated hits; recombinant M17LAP, H-Leu-NHMec fluorogenic kinetic assay; higher % means a stronger effect;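 active = compound inhibiting the enzyme by more than half at any dose during confirmatory dose-response retesting; inconclusive = strong single-dose inhibitors picked by rank but not retested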;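 also: plate controls were full reaction with DMSO carrier for no effect and no enzyme background for full effect; strong numbers were not always called active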
AID2073 = inhibitors of Mint1-CaV2.2 protein interaction, biochemical, HTRF (AID 2073); Voltage-dependent N-type calcium channel subunit alpha-1B (Homo sapiens); HTRF protein-protein interaction, Mint1-CaV2.2; higher % means a stronger effect; inhibition, % at 20 µM, or IC50 in µM where a hit was titrated; 290,000 tested, 0.19% active; in the data active = inhibition mostly above about 51%, no sharp cut-off; inconclusive = no clear call, values can overlap the other calls; inactive = mostly below about 53%; also: some results filed as inactive read as strong as hits
ER stress rescue = rescue of cells from ER stress-induced death, primary screen, 384-well, CSM14.1, thapsigargin, ATP luminescence (AID 1222); CSM14.1 thapsigargin-induced death rescue, ATP luminescence; higher % means a stronger effect; one-dose cellular ATP content (survival), % at 20 µM; EC50 in µM for titrated hits; 190,000 tested, under 10 active;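 active = EC50 below 50 µM in the dose-response confirmation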;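 also: death triggered by thapsigargin at about 15 µM added after 2 h compound pretreatment; cell ATP read after overnight thapsigargin exposure of roughly 18 to 22 hours; normalized against plate controls of thapsigargin alone and 5% DMSO vehicle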
Lipid droplet cells 6.5 µM = further read-out of Lipid droplet, marked with its call; cell count; measured here: cell count, cytotoxicity flag;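 cells counted across two imaged fields per well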
The depositor's hits bear a star; ? = inconclusive; / = no result given. Rule as the data show it, unless noted: active = inhibition above about 50%; inactive = the rest. A portion of the library (hit frequency here may not be typical).

SMILES | Lipid droplet | Lipid droplet cells 6.5 µM | SIAH1 antagonists | XIAP antagonists | M1AAP inhibition | NOD2 inhibition | LYP inhibition | M17LAP inhibition | AID2073 | ER stress rescue
CCCn1c(SCC(=O)Nc2c(CC)cccc2CC)nnc1C(C)C | -5 | 796 | -1% | -5.4% | 5% | -8% | -8% | 7% | 2% | -0.4%
Cc1ccc(C2=NC3(CCCCCC3)NC2=S)cc1 | 9 | 605 | 1% | -3.7% | 4% | 0% | -2% | 4% | -20% | -3.7%
CCC1=[N+](CC(=O)c2ccc(C)cc2)CCn2c(C)ccc21 | -25 | 540 | 1% | -0.5% | 15% | -40% | 5% | 23% | -1% | -0.8%
Cc1cccc(-c2cccc(NC(=O)C3CCCN(C(=O)c4ocnc4C)C3)c2)c1 (stereo unspecified) | 5 | 856 | -1% | / | / | -5% | -7% | / | 5% | /
NC(=O)c1cc2ccccc2o/c1=N\NC(=O)c1ccccc1O | 13 | 830 | 30% | / | / | 19% | -11% | / | 0% | /
O=C(CNC(=S)N(CCCN1CCOCC1)Cc1cccs1)N1CCCCCC1 | -12 | 707 | 3% | 12% | 2% | -1% | 2% | 15% | -15% | /
COc1ccc(OC)c(NC(=O)CCN2C(=O)c3cccc([N+](=O)[O-])c3C2=O)c1 | 4 | 836 | 2% | / | / | -16% | -4% | / | 14% | /
CCOC(=O)c1cnn(-c2cccc(Cl)c2)c1N | 0 | 688 | -2% | -1.6% | 0% | -8% | -8% | -7% | 24% | 1.3%
Cc1ccc(C(=O)c2ccccc2C(=O)OCC(=O)NCC2CCCO2)cc1 (stereo unspecified) | 7 | 615 | -4% | -14% | 1% | 3% | -8% | -4% | -4% | -1.8%
O=C(COc1ccccc1[N+](=O)[O-])N/N=C/c1ccc(O)c([N+](=O)[O-])c1 | -17 | 683 | -10% | -9.8% | 16% | -11% | -1% | 6% | 9% | /
CC1CCC(NC(=O)COc2ccccc2C(N)=O)CC1 (stereo unspecified) | 6 | 777 | -6% | -2.2% | 4% | -13% | -7% | -6% | -2% | 8.6%
COc1ccccc1-c1nc(C#N)c(N2CCC(C(N)=O)CC2)o1 | / | / | 0% | -3.1% | 8% | 8% | -20% | -179% | 10% | 1.7%
O=C(c1ccc(Br)cc1)N(Cc1nc2ccccc2c(=O)[nH]1)C1CCCC1 | -7 | 724 | 1% | -6.5% | 1% | 16% | -5% | -1% | -8% | 5.1%
CN(C)c1ccc(CN(C(=O)c2ccco2)C2CCS(=O)(=O)C2)cc1 (stereo unspecified) | / | / | -3% | -2.8% | 2% | 17% | -9% | 4% | 39% | -1.0%
COc1ccc(Nc2cc(C(=O)NCCCN3CCN(C)CC3)c3ccccc3n2)cc1OC | 0 | 704 | 0% | -25% | 12% | 20% | -10% | 15% | ? | -2.0%
COc1ccc(N(CCCN2C(=O)c3cccc4cccc(c34)C2=O)C(=O)c2cccnc2)cc1 | -10 | 715 | 5% | -12% | 7% | 8% | -4% | 47% | -2% | 2.5%
Cc1ccc(OCC(=O)N2CCCC(CO)(CCOc3ccccc3)C2)cc1 (stereo unspecified) | 12 | 715 | -1% | / | / | 13% | -3% | / | 8% | /
CCn1c(CCc2ccccc2)n[nH]c1=S | 0 | 631 | 4% | -4.6% | / | 10% | -6% | / | -17% | 0.1%
CCCCNC(=O)c1onc(CSc2cccc(F)c2)c1C(=O)O | / | / | 3% | -3.6% | -1% | -3% | -2% | 25% | 2% | -0.1%
Cc1cc(C)nc(SC2CC(=O)N(c3ccc(Cl)cc3)C2=O)n1 (stereo unspecified) | / | / | -2% | / | / | 13% | -12% | / | -6% | /
CCCc1[nH]nc2c1C(C1CCCCC1)C(C#N)=C(N)O2 (stereo unspecified) | 1 | 605 | 0% | 0.4% | 1% | 1% | 4% | 11% | 1% | -2.5%
CCCNC(=S)N1CCC(NC(=O)c2cccc(C)c2)CC1 | -4 | 848 | 7% | / | / | -3% | -4% | / | -13% | /
NC(=O)c1cc(Cc2ccccc2)sc1NC(=O)c1ccco1 | -1 | 755 | -3% | -2.8% | 2% | -110% | 8% | -10% | 15% | -2.8%
CCOC(=O)c1sc(NC(=O)CCCn2nc([N+](=O)[O-])c(Cl)c2C)c(C(=O)OCC)c1C | 7 | 599 | -1% | -1.4% | 5% | 11% | 5% | -21% | 5% | -2.2%
Cn1cnnc1SC1CCCCC1NS(=O)(=O)c1ccc(Cl)cc1 (stereo unspecified) | 2 | 780 | -2% | -4.3% | 1% | 3% | -4% | 10% | 12% | -1.0%
CC(C)C(=O)NC(c1ccc([N+](=O)[O-])cc1)c1c(O)ccc2ccccc12 (stereo unspecified) | / | / | 2% | -4.2% | 15% | 18% | 6% | -4% | -14% | -0.8%
CC(C(=O)NCc1ccccc1Cl)N1C(=O)c2ccccc2C1=O (stereo unspecified) | 1 | 796 | 2% | / | / | -9% | 0% | / | 11% | /
CCCCn1c(SCC(=O)NCc2ccc(OC)c(C(=O)O)c2)nc2cc(S(N)(=O)=O)ccc21 | -1 | 774 | -2% | / | / | -8% | -4% | / | -1% | /
O=C(CNC(=O)c1ccc2c(c1)OCCO2)N/N=C/c1cccc(Br)c1 | -29 | 723 | -5% | -8.1% | 1% | 22% | -7% | 2% | 2% | 2.0%
O=C(COc1ccccc1)NC1CCS(=O)(=O)C1 (stereo unspecified) | 3 | 695 | -7% | 16% | 3% | -2% | -3% | 15% | -7% | 3.1%
CCN1C(=O)/C(=C/C=C2/CCCN2C)OC1=S | 0 | 704 | -1% | -8.0% | / | -16% | -3% | / | -10% | -0.9%
Cc1cc(-c2nnc(CCC(=O)NCc3ccc(OC(F)(F)F)cc3)o2)no1 | -15 | 681 | -6% | / | / | -7% | -6% | / | 7% | /
Cc1ccc(-c2cc(C(=O)N3CCCC3)no2)cc1 | -29 | 590 | -2% | 0.5% | 5% | -85% | -1% | -15% | -2% | /
O=C(CSc1nnnn1C1CCCCC1)Nc1ccc2c(c1)OCO2 | 2 | 745 | -3% | -3.3% | 7% | -14% | 0% | 2% | -5% | -0.6%
CCOc1nc(NCCc2ccc(OC)c(OC)c2)nc(N2CCN(c3ccc(OC)cc3)CC2)n1 | 3 | 779 | -4% | 0.2% | 12% | 3% | -12% | 5% | 48% | -0.4%
CC1Cc2ccccc2N1S(=O)(=O)c1cccc(C(=O)NCCCO)c1 (stereo unspecified) | / | / | 3% | -4.1% | 2% | 4% | -10% | -7% | 5% | -0.5%
CCC1CCCCN1CCNS(=O)(=O)c1ccc2c(c1)oc(=O)n2C (stereo unspecified) | 0 | 735 | 0% | -2.0% | 6% | 22% | -3% | -4% | -9% | 2.8%
Fc1cccc(C2NN=C(c3ccccc3)S2)c1 (stereo unspecified) | 11 | 684 | 4% | -0.5% | -5% | -166% | -9% | 0% | 12% | -4.9%
FC(F)(F)c1cccc(N2CCN(C(=S)NCC3CCCO3)CC2)c1 (stereo unspecified) | 0 | 742 | -1% | -7.3% | 5% | 3% | -3% | 10% | -26% | -2.0%
Cc1ccc(NS(=O)(=O)c2cccc(C(=O)Nc3cc(C)on3)c2)cc1 | 2 | 741 | 3% | -7.6% | 7% | 14% | 0% | 10% | -3% | -2.6%
CCN(CC)C(=O)CSc1nc2ccccc2c(=O)n1CCC(=O)NCc1ccc(F)cc1 | -14 | 537 | -5% | -5.3% | 14% | 1% | -12% | 10% | 1% | -2.6%
COc1ccc(CCNc2nc3ccccc3n3nnnc23)cc1OC | / | / | -2% | -7.8% | 0% | -35% | -4% | 3% | 9% | -1.3%
CCOc1cc(/C=N/NC(=O)CNc2ccc(C)cc2)ccc1OC(=O)c1ccccc1 | 20 | 794 | 1% | -1.3% | -7% | -8% | 15% | 55% | 3% | 8.4%
Cc1ccc(NC(=O)CN(c2ccc(Cl)cc2)S(=O)(=O)c2cc([N+](=O)[O-])ccc2Cl)c(C)c1 | / | / | 9% | -4.2% | 9% | / | 5% | 4% | 23% | 2.5%
CCOC(=O)C(C)Sc1ccc2nnc(-c3ccc(F)cc3)n2n1 (stereo unspecified) | / | / | -2% | 0.8% | 3% | 0% | -6% | 1% | 20% | 0.9%
CCOC(=O)N1CCN(c2c(NCCc3ccc(OCC)c(OCC)c3)c(=O)c2=O)CC1 | -32 | 634 | 8% | 0.1% | 2% | -6% | -4% | 5% | -6% | 1.9%
CCC(C)NC(=O)C1=CCN(S(=O)(=O)c2ccc(C)cc2)CC1 (stereo unspecified) | 0 | 761 | 12% | / | 3% | 24% | -5% | 3% | 1% | /
COC(=O)CN1C(=O)c2cccc3cccc1c23 | 2 | 817 | 8% | / | / | 19% | -5% | / | ? | /
CCc1ccc(C2NC(=S)NC3=C2C(=O)N(c2ccccc2OC)C(c2ccc(CC)cc2)N3)cc1 (stereo unspecified) | 2 | 808 | -3% | -8.5% | 6% | -6% | 6% | -3% | 16% | 0.1%
Cn1cc(Cl)c(C(=O)NC(=S)Nc2sc3c(c2C#N)CCCCC3)n1 | 3 | 720 | -2% | 0.0% | 6% | 2% | -5% | 10% | -17% | -1.5%
CSc1nccc(Oc2ccc(C#N)cc2)n1 | -4 | 610 | -1% | -22% | 1% | 17% | 3% | 10% | -8% | 0.5%
O=C(CCc1nnc2n(Cc3ccccc3)c(=O)c3ccccc3n12)NCCN1CCOCC1 | -1 | 759 | 1% | / | / | 3% | -6% | / | 4% | /
C=CCSc1n[nH]c(-c2cccs2)n1 | 2 | 774 | 4% | / | 4% | -2% | -4% | 0% | ? | /
CCN1C(=O)CC(N2CCC(C(=O)OC)CC2)C1=O (stereo unspecified) | 28 | 677 | 16% | 1.4% | 3% | -9% | 2% | 6% | 3% | /
O=C(Nc1ccc(Nc2ccccc2)cc1)c1ccc(F)cc1 | / | / | 12% | / | / | -32% | -3% | / | -7% | /
